From PubChem
All columns: NCI-60 one-dose screen, growth in % after 48 h at 10 µM unless noted; 100 = growth as untreated, 0 = no growth, -100 = all killed.
PC-3 – PC-3 prostate cancer cells | 80,000 compounds, 3.9% hits
SF-295 – SF-295 CNS cancer cells. 79,000 compounds, 5.6% hits. AID 1794758
SF-268 – SF-268 CNS cancer cells; 82,000 compounds, 3.1% hits
U251 – U251 CNS tumor cells. AID 1794753. 80,000 compounds, 5.4% hits
OVCAR-8 – OVCAR-8 ovarian cancer | 81,000 compounds, 4.4% hits | AID 1794782
SF-539 – SF-539 CNS cancer | 81,000 compounds, 6.8% hits | AID 1794752
SNB-19 – SNB-19 CNS cancer cells. 81,000 compounds, 2.5% hits
DU-145 – DU-145 prostate cancer | AID 1794760 | 81,000 compounds, 4.2% hits
* = called active by the depositor; . = no result given. The calls were made as follows: active = growth percent below 10; inactive = the rest.

Compound,PC-3,SF-295,SF-268,U251,OVCAR-8,SF-539,SNB-19,DU-145
COC(=O)C1C2CC3C(OC(=O)C31C)C2I (stereo unspecified),103,100,114,.,98,95,103,117
Cc1c(/C=C2\Oc3ccc(Cl)cc3C2=O)c(=O)n(-c2ccccc2)n1C,108,117,136,104,99,102,99,128
NC(CCl)=NCC12CC3CC(CC(C3)C1)C2,7.4*,26,-3.7*,6.8*,-27*,-11*,22,-43*
CC(C)N(C(=O)c1ccc([N+](=O)[O-])cc1)C(C)C,90,97,104,93,105,100,113,113
Clc1ccc(SCNc2ccccc2Cl)cc1,90,138,104,100,95,102,100,117
Nc1ccc2oc(=O)c(C(=O)O)cc2c1,98,97,97,102,104,89,106,103
CCOC(=O)CCCCN1C(=O)S/C(=C\c2cc(OC)c(OC)c(OC)c2)C1=O,95,100,92,96,98,91,104,105
Fc1ccc2c(c1)c(-c1nc(-c3c[nH]c4ncccc34)cs1)cn2CCCN1CCOCC1,32,28,51,30,60,67,63,80
COc1cc2oc(-c3ccc(O)cc3)cc(=O)c2c(O)c1I,97,97,105,97,96,100,96,104
COc1cc(CNc2nc3ccc(OC/C(=C\F)CN)cc3o2)ccn1,105,98,84,113,104,89,103,91
CC(C)C1CCC(C(=O)N[C@@H](Cc2ccccc2)C(=O)O)CC1 (stereo partly specified),97,98,103,97,98,96,110,115
O=[N+]([O-])c1ccc(NS(=O)(=O)c2ccc(Cl)c(Cl)c2)cc1,67,50,97,.,79,83,70,94
CC(=O)Nc1ccc(NC(=O)/C=C\C(=O)O)cc1,93,111,103,105,97,110,105,116
COc1cc2c(c(OC)c1OC)C(=O)CC(c1cccc(NC(=O)c3cc(NC(=O)[C@H](Cc4ccccc4)NC(=O)OC(C)(C)C)ccc3C)c1)O2 (stereo partly specified),90,96,78,97,96,98,94,104
O=C1NC(=O)N(C2CCCCC2)CC1Br (stereo unspecified),88,112,99,100,83,102,102,110
O=C=Nc1ccccc1-c1ccccc1,86,117,94,96,96,109,100,104
CCOC(=O)c1cnc2c(-c3cccc(Br)c3)cnn2c1,87,100,94,90,97,100,93,107
O=C(NS(=O)(=O)c1ccccc1)c1ccc2c(c1)nc(-c1ccccc1)n2C1CCCCC1,104,99,96,97,102,102,117,98
Cc1ccc(S(=O)(=O)NCCCNc2cc(-c3cn(C(C)(C)C)nc3-c3ccccc3)ccn2)cc1,44,73,93,61,84,65,91,83
O=C(O/N=C(\Cn1cncn1)c1ccc(Cl)cc1)c1ccc(Cl)cc1Cl,95,105,107,99,98,104,101,116
O=c1nc2n(CCO)c3ccccc3cc-2c(=O)[nH]1,101,100,110,99,111,101,106,122
O=C(O)C(CCCCN1C(=O)c2ccccc2C1=O)N1C(=O)c2ccccc2C1=O (stereo unspecified),93,96,93,96,100,100,97,106
COC(=O)c1ccccc1N1C(=O)C=CC1=O,98,100,95,101,105,105,105,107
Cc1ccccc1/C=C1\Oc2cc(C)c(Cl)c(C)c2C1=O,91,100,98,99,100,97,98,110
NNC(=O)Nc1ccccc1,93,96,100,99,109,97,102,106
Cc1nnc2n1N=C(c1ccc(Cl)cc1)CS2,99,100,105,106,100,105,91,108
N#Cc1c(-c2ccc(C(F)(F)F)cc2)cc(NCCn2ccnc2)n2c1nc1ccccc12,66,103,84,84,97,78,75,104
O=C(/C=C(O)/C=C/c1ccc(OC(F)(F)F)cc1)/C=C/c1ccc(OC(F)(F)F)cc1,95,98,95,82,89,99,94,106
CCCc1cc(=O)[nH]c(-n2nc(N)cc2N)n1,96,90,106,103,98,94,107,109
CCCCCCCCCCCC(c1ccccc1)N(C)C (stereo unspecified),78,98,111,96,98,103,95,104
O=C(N=Nc1c(O)[nH]c2ccc([N+](=O)[O-])cc12)c1ccc2nc(-c3ccccc3)[nH]c2c1,53,102,53,35,65,6.7*,44,58
CCN(CC)c1ccc(/C=C/C2=[N+](C)c3ccccc3C2(C)C)c(C)c1,7.2*,4.3*,23,7.1*,8.1*,18,21,20
COc1ccc2c(c1)=C/C(=C/c1sc(Nc3ccc(S(N)(=O)=O)cc3)nc1O)C(=O)N=2,89,102,99,96,98,100,100,103
Cc1nn(-c2ccccc2)c2nc3c(cc12)C(=O)CCC3,87,94,96,92,100,98,96,107
NC1=C(/C(N)=N/O)C(c2ccccc2)c2ccc3ccccc3c2O1 (stereo unspecified),20,-0.2*,33,20,17,-32*,25,9.0*
N=c1nc(N)nc2c3cc(Br)ccc3nnn12,72,83,111,98,88,83,82,126
O=C(NCc1cccc(CNC(=O)Nc2nc3ccccc3[nH]2)c1)Nc1nc2ccccc2[nH]1,-60*,5.4*,0.4*,-78*,-52*,28,9.3*,-33*
Nc1cc2c(S(=O)(=O)O)cc(S(=O)(=O)O)cc2cc1S(=O)(=O)O,91,101,101,96,95,93,92,117
CCN(CC)CCN1C(=O)c2c(c(C)c3c(oc4cc(O)ccc43)c2C)C1=O,-75*,103,74,-88*,-63*,91,9.9*,-89*
COc1ccc(N=Nc2c(N)nn3c(N)c(C#N)c(-c4ccc(OC)cc4)nc23)cc1,99,105,102,112,111,104,97,108
O=C(Nc1cccc(-c2ccc(N3CCOCC3)nn2)c1)Nc1cccc(C(F)(F)F)c1,31,52,91,71,35,89,87,81
COc1cc2nc3cc([N+](=O)[O-])ccc3c(NCCCNCCO)c2cc1OC,-67*,-21*,-47*,-45*,-29*,-36*,-19*,-31*
C/C1=C\[C@H](C)CC[C@H](C(Cl)(Cl)Cl)OC(=O)C[C@@H]([C@@H]2C[C@H]2Cl)OC(=O)/C=C/[C@@H]2[C@@H]1CC=C1C(=O)NC[C@@]12C,65,111,93,79,80,99,84,96
CC1c2ccccc2CC(CCN(C)C)c2ccccc21 (stereo unspecified),87,76,88,90,98,78,97,109
O=C(C1CC1)N1CCN(Cn2sc3ccccc3c2=O)CC1,86,103,94,93,.,114,102,100
CN1CCN(C(=O)c2ccc(-c3nc4ccc5[nH]ncc5c4c4c3CCC4)cc2)CC1,79,93,83,79,73,86,85,74
CC(C)c1ccc2c(c1)CC[C@H]1[C@](C)(C(=O)OCC#CCN3CCCC3)CCC[C@]21C,62,97,89,69,89,78,87,89
C/C(=C(/c1ccc(Cl)cc1)c1ccc(OCCN)cc1)c1ccc(C)cc1,95,99,100,101,100,94,93,106
O=C(N/N=C/c1ccc([N+](=O)[O-])cc1)c1ccccc1Nc1cccc(C(F)(F)F)c1,91,105,98,89,96,61,105,.
CC(=O)C(C)(CCC(=O)O)CCC(=O)O,98,100,101,105,105,100,101,101

(more compounds)
Results follow in this order: PC-3	SF-295	SF-268	U251	OVCAR-8	SF-539	SNB-19	DU-145
CCN1C(=S)N(CC)C2C1NN=C1SC(c3ccccc3)=CC(=O)N12 (stereo unspecified)
  99	106	115	103	99	98	99	117
CN(C)Cc1cc(S(=O)(=O)c2cc(CN(C)C)c(O)c(CN(C)C)c2)cc(CN(C)C)c1O
  102	96	98	100	105	98	100	106
CN1CC(c2ccc([N+](=O)[O-])cc2)C2(SC(=Nc3ccccc3)N(Nc3ccccc3)C2=O)C12C(=O)Nc1ccccc12 (stereo unspecified)
  30	30	53	57	58	64	50	67
CCOC(=O)CSCc1nc(N)nc(Nc2ccccc2F)n1
  101	100	101	100	104	97	97	104
O=C1c2ccccc2-c2cc(Br)ccc2NC1O (stereo unspecified)
  97	82	107	96	96	113	112	138
Clc1ccc(/C=N/Nc2ncc(-c3cc4cc5c(cc4o3)OCO5)s2)c(Cl)c1
  102	96	116	96	94	101	98	122
NC(=S)NCCN1CCOCC1
  107	98	105	113	106	99	.	110
C/C(=N/NS(=O)(=O)c1ccc([N+](=O)[O-])cc1)c1ccc(C)cc1
  106	111	104	108	110	108	107	118
O=C(/C=C/c1ccc(Cl)cc1)c1cccc(OCCCOc2cccc(C(=O)/C=C/c3ccc(Cl)cc3)c2)c1
  104	100	105	86	99	112	99	113
CC/C(C)=C1\NC(=O)NC1=O
  99	120	102	103	100	103	100	.
O=C(N/N=C/c1ccc([N+](=O)[O-])cc1)c1ccc(Br)o1
  87	83	111	101	72	98	90	126
O=C1/C(=C/c2ccccn2)NC(=S)N1c1cccc(Br)c1
  101	98	114	100	103	98	97	123
Cc1c(COc2ccc(-c3nnc(-c4ccncc4)o3)cc2)c(C)c(COc2ccc(-c3nnc(-c4ccncc4)o3)cc2)c(C)c1COc1ccc(-c2nnc(-c3ccncc3)o2)cc1
  102	104	103	105	102	108	106	109
COc1ccc(/C(C)=N/NS(=O)(=O)c2ccc(C)cc2)cc1OC
  92	99	106	100	104	103	107	118
CCOC(=O)c1c(Nc2ccccc2)nn2c(-c3ccc([N+](=O)[O-])cc3)ccnc12
  90	96	101	102	95	91	109	93
CC(=O)Nc1cc(Cl)ccc1C(=O)O
  98	91	95	106	105	101	102	104
Nc1nc(-c2ccc(Cl)cc2)cc(-c2ccc(Nc3nc(Nc4ccccc4)nc(Nc4ccc(Cl)cc4)n3)cc2)n1
  .	86	84	54	103	93	91	95
CC(=O)O[C@H]1CC[C@]2(C)C3=CC[C@]4(C)[C@@H](C(C)=O)CC[C@H]4[C@@]34C=C[C@]2(C1)C1C(=O)OC(=O)C14 (stereo partly specified)
  97	108	105	106	109	108	102	122
CC1(C)CC(=O)c2c(nn(-c3ccccc3)c2-c2cn(-c3ccccc3)nc2-c2ccc(Cl)cc2)C1
  63	93	88	73	86	95	91	105
Cc1ccc(C(=O)CS(=O)(=O)c2ccc(C)cc2)cc1
  93	96	111	91	97	.	106	116
Clc1ccccc1Nc1n[nH]c(-c2ccccc2)n1
  79	92	79	85	90	81	81	99
O=C(/C=C/c1cccc2ccccc12)c1ccc(NC(=O)c2ccccc2CN2C(=O)c3ccccc3C2=O)cc1
  74	96	75	65	75	90	77	43
COc1cc(Cn2cc(C#N)c(N)c2C(=O)c2ccc(Br)cc2)cc(OC)c1OC
  114	101	103	101	101	101	91	106
N#Cc1c(-c2ccco2)nc(SCC(O)CN2CCOCC2)nc1N1CCOCC1 (stereo unspecified)
  78	103	97	104	101	98	98	115

Part of the list above, field by field:
Cc1ccc(C(=O)CS(=O)(=O)c2ccc(C)cc2)cc1
  PC-3 = 93	SF-295 = 96	SF-268 = 111	U251 = 91	OVCAR-8 = 97	SF-539 = .	SNB-19 = 106	DU-145 = 116
Clc1ccccc1Nc1n[nH]c(-c2ccccc2)n1
  PC-3 = 79	SF-295 = 92	SF-268 = 79	U251 = 85	OVCAR-8 = 90	SF-539 = 81	SNB-19 = 81	DU-145 = 99
O=C(/C=C/c1cccc2ccccc12)c1ccc(NC(=O)c2ccccc2CN2C(=O)c3ccccc3C2=O)cc1
  PC-3 = 74	SF-295 = 96	SF-268 = 75	U251 = 65	OVCAR-8 = 75	SF-539 = 90	SNB-19 = 77	DU-145 = 43
COc1cc(Cn2cc(C#N)c(N)c2C(=O)c2ccc(Br)cc2)cc(OC)c1OC
  PC-3 = 114	SF-295 = 101	SF-268 = 103	U251 = 101	OVCAR-8 = 101	SF-539 = 101	SNB-19 = 91	DU-145 = 106
